# Screens (PubChem BioAssay)
# GC-A act: GC-A (human) enzyme activation | HEK293 GC-A cells, cGMP TR-FRET, EC30 ANP; 0% at EC30 ANP, 100% saturating ANP | activation, % at 10 µM | 0.14% of 370,000 active; in the data active = activation above about 40%
# mABHD4 FP: inhibits mouse alpha/beta hydrolase domain 4; 0.54% of 370,000 active; inhibition, % at 8.92 µM; purified mABHD4, FP-Rh probe fluorescence polarization; Q8VD66;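 active = inhibition exceeding the mean over every tested compound plus 3 SD, cut at about 30% in these data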;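 note: 0% = plate median of compound wells and 100% = S159A mutant with DMSO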
# Target sequence (Q8VD66 whole entry, looked up, the tested form may be a part): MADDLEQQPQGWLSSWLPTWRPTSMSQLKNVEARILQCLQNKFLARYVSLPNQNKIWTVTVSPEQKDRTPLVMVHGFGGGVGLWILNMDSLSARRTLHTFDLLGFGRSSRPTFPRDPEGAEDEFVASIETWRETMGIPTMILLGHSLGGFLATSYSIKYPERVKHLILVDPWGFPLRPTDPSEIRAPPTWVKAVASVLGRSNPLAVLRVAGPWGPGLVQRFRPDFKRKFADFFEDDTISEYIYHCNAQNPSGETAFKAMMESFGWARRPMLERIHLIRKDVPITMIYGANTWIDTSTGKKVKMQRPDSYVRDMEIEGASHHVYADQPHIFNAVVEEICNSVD
#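 Test system: mouse ABHD4 enzyme, wild type. Reagent: FP-Rh fluorescent activity-based probe, added after compound pre-incubation. Timing: pre-incubation 45 min, probe exposure 60 min, at 25 °C. Technique: FP readout, ex 525 nm / em 598 nm. Benchmarks: high control S159A mutant with DMSO, low control median of compound wells.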
# ASAP1 GAP inh: blocks human ASAP1-stimulated Arf1 GTP hydrolysis; inhibition, % at 16.5 µM; GDP FP detection; Q9ULH1; 0.19% of 360,000 active; AID 624377; in the data active = inhibition above about 25%;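 note: 0% = vehicle with enzyme and substrate and 100% = no enzyme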
# PG9 Ab binder: small molecules binding HIV-1 gp120 antibody PG9 | 0.43% of 360,000 active | inhibition, % at 6.7 µM | TR-FRET gp120-PG9 antibody binding; in the data active = inhibition above about 8.5%
# rCAG RNA binder: molecules binding r(CAG) RNA repeats; 1.3% of 370,000 active; r(CAG) RNA repeat, TO-PRO-1 dye displacement fluorescence; inhibition, % at 3 µM; AID 651821;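 active = inhibition above the plate cutoff, the mean of all test compounds on that plate plus 3 SD, cut at about 35% in these data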;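 note: 0% = DMSO alone and 100% = 100 µM mitoxantrone as full dye displacement; higher means more dye released from RNA so lower well fluorescence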
# ARFGAP1 inh: rat ARFGAP1 inhibition | 0.26% of 360,000 active | Arfgap1-stimulated ARF1 GTP hydrolysis, GDP FP detection | inhibition, % at 16.5 µM | Q62848;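 active = inhibition above a per-plate limit, mean inhibition of low control wells plus 3 SD, cut at about 25% in these data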;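 note: 0% = DMSO wells with enzyme and 100% = wells lacking Arfgap1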
# Target sequence (Q62848 1-136 limits assumed): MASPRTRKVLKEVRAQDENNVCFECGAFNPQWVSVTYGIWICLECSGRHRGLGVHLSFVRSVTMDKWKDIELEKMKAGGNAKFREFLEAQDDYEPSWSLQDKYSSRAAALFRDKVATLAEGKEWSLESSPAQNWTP
#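 System: truncated rat Arfgap1 GAP domain / Medium: HEPES-based buffer, pH 7.5 / Also added: N-terminally truncated human ARF1-GTP substrate / Incubation: enzyme reaction 120 min at 25 °C after 20 min preincubation / Measured by: FP of antibody-bound GDP Alexa 633 tracer, ex 620/em 688 nm / Replicates: singlicate, each compound tested once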
# HTRA1 inh: blocks human HTRA1 serine peptidase | Q92743 | recombinant HTRA1, FP-rhodamine activity-based probe, fluorescence polarization | inhibition, % at 5.96 µM | 0.5% of 340,000 active | AID 504803; in the data active = inhibition above about 36%;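 note: 0% = enzyme with DMSO and 100% = wells lacking enzyme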
# Target sequence (Q92743 whole entry, looked up): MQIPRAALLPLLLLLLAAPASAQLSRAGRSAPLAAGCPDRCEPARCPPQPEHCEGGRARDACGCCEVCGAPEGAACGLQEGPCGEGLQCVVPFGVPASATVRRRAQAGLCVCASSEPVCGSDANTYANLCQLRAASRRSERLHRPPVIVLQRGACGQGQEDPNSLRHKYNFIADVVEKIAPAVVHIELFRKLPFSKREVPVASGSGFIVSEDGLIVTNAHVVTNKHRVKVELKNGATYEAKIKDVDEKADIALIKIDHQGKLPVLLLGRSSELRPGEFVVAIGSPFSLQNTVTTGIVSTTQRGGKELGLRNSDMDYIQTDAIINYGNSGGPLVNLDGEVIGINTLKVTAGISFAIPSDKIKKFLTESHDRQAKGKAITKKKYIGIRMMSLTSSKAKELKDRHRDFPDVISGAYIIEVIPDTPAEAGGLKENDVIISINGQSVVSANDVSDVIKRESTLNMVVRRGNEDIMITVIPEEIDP
# GC-B act: GC-B (human) receptor activation; HEK293-GC-B cells, CNP EC30, cGMP TR-FRET; 0% at EC30 CNP, 100% saturating CNP; 0.11% of 370,000 active; activation, % at 10 µM; P20594;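 active = activation at 10 µM reaching about 35% in either raw or pattern-adjusted values, limit read from the data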
# SMARCA2 activ: increases SMARCA2 function in MMTV reporter cells | MG213 cells, MMTV-luciferase reporter, dexamethasone, overnight | activation, % at 9.1 µM | 1% of 370,000 active | AID 652017; in the data active = activation above about 7.8%;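 note: 0% = vehicle wells and 100% = reference activator wells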
# NR1D1 modulator: Rev-erb alpha (human) modulation; P20393; Rev-erbα–FITC-DNA binding, fluorescence polarization, 90 min; activity, % at 10 µM; 0.79% of 370,000 active; AID 1259318;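 active = activity above about 14%, limit read from the data; passing the limit was not always enough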;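 note: 0% = DMSO wells with 35 nM protein and 100% = DMSO wells with 750 nM protein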
# Active calls of the source: *; x = not tested or not shown.
SMILES,GC-A act,mABHD4 FP,ASAP1 GAP inh,PG9 Ab binder,rCAG RNA binder,ARFGAP1 inh,HTRA1 inh,GC-B act,SMARCA2 activ,NR1D1 modulator
CCOc1ccccc1NC(=O)C1CCCN1S(=O)(=O)c1ccccc1C(F)(F)F (stereo unspecified),-3,-13,1,-0.2,1,-7,-1,-3,0,-2
CC1CC(=O)Nc2ccccc2N1S(=O)(=O)c1ccc(F)cc1F (stereo unspecified),0,-3,7,-1.4,2,5,5,1,-2,3
COc1ccc(-n2c(Cc3ccccc3)nnc2SCc2ccc([N+](=O)[O-])cc2)cc1,-25,1,-5,0.5,-6,7,-21,-10,-3,3
COc1ccc(N(CC(=O)N2CCN(c3ccc(Cl)cc3)CC2)S(=O)(=O)c2c(C)noc2C)cc1,-2,2,2,0.7,3,10,4,-4,-1,-4
CC(=O)c1cccc(NC(=O)C2CCN(S(=O)(=O)c3c(C)n[nH]c3C)CC2)c1,4,0,-1,0.2,-2,9,4,2,-3,1
CC(=O)O[C@@H](C[C@@H](C)C1=C2C[C@H](O)C3[C@@]4(C)CCC(=O)C(C)(C)C4CC[C@]3(C)[C@@]2(C)CC1)[C@H]1OC1(C)C (stereo partly specified),-3,0,5,0.7,0,-1,-9,-3,-1,-4
COC(=O)[C@@H]1C[C@@]2(O)[C@@H](O)[C@@H](O)[C@@H](O)C[C@H]2N1Cc1ccc(Cl)cc1,-1,6,4,-0.6,3,3,1,8,0,0
CCN1CCCC1CNC(=O)C(=O)NCCc1ccc(OC)c(OC)c1 (stereo unspecified),-6,0,8,-0.9,-3,-1,11,1,-1,2
Cn1c(=O)c2c(nc(NCCO)n2CCCc2ccccc2)n(C)c1=O,1,-1,-6,-1.2,-5,1,14,-2,-2,7
Cc1cc(C)cc(NC(=O)CCC(=O)N2CCSc3ccccc32)c1,-1,4,0,0.1,0,-3,-13,-1,-2,2
CC(=O)c1ccc(NC(=O)C2(c3ccccc3)CCOCC2)cc1,3,-5,-2,2.7,2,7,-7,4,1,0
COC(=O)Cc1nnn2c1[C@H](C)[C@H](c1ccccc1Br)OC[C@H](C)C2,-2,0,6,-0.5,4,-16,x,-4,-1,6
COc1ccc(NS(=O)(=O)c2cc(N)ccc2N2CCCCC2)cc1,-7,-2,5,-0.1,7,-2,-4,-5,-2,0
CCCCCn1nnnc1C1(C)CCCC(=O)N1Cc1ccco1 (stereo unspecified),0,5,x,x,2,x,x,4,-2,2
Cc1cccc(Nc2nc(N3CCOCC3)nc(N3CCOCC3)n2)c1,3,-4,10,1.1,-2,10,-7,-3,0,2
O=C(O)C1CC=CCC1C(=O)NCc1ccccc1 (stereo unspecified),4,-2,7,0.8,3,6,2,12,-3,1
CCc1ccccc1NC1c2ccccc2C(=O)N1Cc1ccco1 (stereo unspecified),-8,-15,9,0.5,3,4,-18,-5,-1,-1
CC1CN(c2ccc(S(=O)(=O)N3CCCC3)cn2)CC(C)O1 (stereo unspecified),1,6,4,-0.6,-2,6,-5,0,-1,0
Cc1ccccc1-c1noc(-c2ccccc2C(=O)N2CCCC2)n1,-6,-1,5,-1.9,-10,1,-3,-3,2,0
CCc1cc(C(=O)N/N=C/c2ccc(O)cc2O)c2ccccc2n1,-1,3,2,0.0,3,3,8,-10,-1,1
CCCCOP(=O)(OCCCC)C(O)c1ccc(F)cc1 (stereo unspecified),2,-1,-1,1.3,-8,0,-4,4,-1,-4
O=C(Nc1ccccc1N1CCCC1)c1ccc(Cl)cc1Cl,-9,-1,-18,0.8,0,30*,-8,-3,0,1
O=C(COc1ccccc1)NCC(=O)N/N=C/c1cccs1,-5,0,-1,0.4,1,10,7,4,1,7
O=C(O)CCNC(=S)Nc1cccc(F)c1,1,5,-2,-3.0,-2,0,2,-1,1,-4
COc1ccc(-c2csc(Cc3nnc(N4CCOCC4)n3-c3ccccc3)n2)cc1,-14,-5,-13,-0.2,-4,1,-3,-11,-3,0
NNc1nc2sc3c(c2c(=O)n1C1CCCCC1)CCN(Cc1ccccc1)C3,3,1,-7,-0.6,-3,8,8,1,-5,8
COc1c(F)cc2[nH]c3c(c2c1F)CCNC3=O,1,0,-6,0.0,2,-24,0,-5,1,-2
CCC(C)NCCCOc1ccc(Cl)cc1C(C)(C)C (stereo unspecified),0,20,-6,-1.6,5,-5,-1,3,-1,-1
COc1ccc(OCCSc2nnc(-c3cccnc3)n2N)cc1,-3,-5,-12,-0.4,-1,4,4,4,8,-4
Cc1ccc(C(c2sc3nc(C)nn3c2O)N2CCN(CCO)CC2)cc1 (stereo unspecified),2,-2,2,0.8,2,9,-1,4,6,17*
CSc1nsc(SCC(=O)Nc2ccc(OC(C)=O)cc2)n1,0,-3,-11,0.6,14,2,8,-2,0,-1
CC(=O)N/C(=C\c1ccccc1)C(=O)OCCCOC(=O)/C(=C/c1ccccc1)NC(C)=O,3,3,13,-0.3,-6,-3,0,0,-3,3
COC(=O)CCC(=O)NC(=S)Nc1sc(C)c(C)c1C(N)=O,2,0,1,36*,3,-5,-1,-1,1,12
COc1c(O)cccc1[C@H](O)C1CCN(CCc2ccc(F)cc2)CC1,-1,3,-8,-0.6,-40,2,1,-7,0,2
CN(C)CC/C=C1\c2ccccc2COc2ccccc21,-22,6,15,-0.9,0,7,4,-14,-5,5
Cc1ccc(C)c(/C=C2\CCn3c2nc2cc(C(=O)O)ccc2c3=O)c1,-6,3,-5,-2.9,14,10,3,-4,4,-4
CN1C(=O)CSC1=Nc1cccc(C(=O)O)c1,1,-3,-2,0.4,3,-6,9,-3,0,5
COc1ccccc1NC(=O)Nc1ccc(-n2ccc(C(F)(F)F)n2)cc1,-2,-21,7,0.3,3,10,-42,-3,-2,-1
CCOc1ccccc1NC(=O)Nc1ccncc1,-4,0,5,0.6,0,11,-5,-3,-3,-9
CC1CCc2c(sc(N)c2C(N)=O)C1 (stereo unspecified),6,17,-1,-1.2,11,-4,15,6,-1,-2

# Overlap with the part before: 7 entries, then new ones.
SMILES,GC-A act,mABHD4 FP,ASAP1 GAP inh,PG9 Ab binder,rCAG RNA binder,ARFGAP1 inh,HTRA1 inh,GC-B act,SMARCA2 activ,NR1D1 modulator
COc1c(O)cccc1[C@H](O)C1CCN(CCc2ccc(F)cc2)CC1,-1,3,-8,-0.6,-40,2,1,-7,0,2
CN(C)CC/C=C1\c2ccccc2COc2ccccc21,-22,6,15,-0.9,0,7,4,-14,-5,5
Cc1ccc(C)c(/C=C2\CCn3c2nc2cc(C(=O)O)ccc2c3=O)c1,-6,3,-5,-2.9,14,10,3,-4,4,-4
CN1C(=O)CSC1=Nc1cccc(C(=O)O)c1,1,-3,-2,0.4,3,-6,9,-3,0,5
COc1ccccc1NC(=O)Nc1ccc(-n2ccc(C(F)(F)F)n2)cc1,-2,-21,7,0.3,3,10,-42,-3,-2,-1
CCOc1ccccc1NC(=O)Nc1ccncc1,-4,0,5,0.6,0,11,-5,-3,-3,-9
CC1CCc2c(sc(N)c2C(N)=O)C1 (stereo unspecified),6,17,-1,-1.2,11,-4,15,6,-1,-2
COc1ccc(C(=O)SC2=NCCS2)cc1OC,2,0,5,0.4,-4,-2,-1,8,-1,1
COc1ccc([C@H]2/C=C\CN(S(C)(=O)=O)[C@@H](C)C(=O)N2Cc2ccc(F)cc2)cc1,0,0,0,-1.2,-6,1,-2,-5,-1,1
COc1cccc(/C=N/n2nnc3c(cnn3-c3ccccc3)c2=O)c1,1,-13,1,0.6,3,5,-3,14,-1,1
CC1=C(C(=O)Nc2ccc(C)cc2C)C(c2cccc([N+](=O)[O-])c2)n2nc(C(=O)OC(C)C)nc2N1 (stereo unspecified),-2,-3,-6,-0.8,1,-4,-4,3,-2,-4
CCOc1cc(/C=C2\NC(=O)NC2=O)ccc1OC(C)C(=O)O (stereo unspecified),-1,3,0,-4.0,0,0,0,-2,-2,1
O=C(Nc1ccc(C(=O)O)cc1)Nc1cccc([N+](=O)[O-])c1,3,-7,1,-1.8,0,9,0,-2,-1,1
COc1ccc(OCCOC(=O)CNC(=O)c2ccc(F)cc2)cc1,0,-3,-8,1.7,-1,1,-2,0,1,3
C/C=C(\C)CN1CCC(n2nccc2NC(=O)CCc2ccccc2)CC1,2,-2,5,-0.3,0,5,2,-6,-1,4
COC(=O)C[C@@H]1C=C[C@H](NC(=O)c2ccccc2)[C@@H](CO)O1,-3,0,-1,-0.5,3,-4,x,4,2,-5
CCOC(=O)c1ccc(NS(=O)(=O)c2ccc3c(c2)NC(=O)CCS3)cc1,2,3,-12,0.8,19,-3,0,3,-2,-2
CC(C)C[C@@H](CN1CCC[C@H]1CN1C(=O)C(=O)NC[C@@H]1Cc1ccccc1)N1C[C@H](Cc2ccccc2)N(CC2CCCCCC2)C(=O)C1=O,-4,9,-9,-1.6,7,-2,x,1,1,-5
CCCN(C(=O)CSc1nnc(-c2ccoc2C)n1N)C1CCS(=O)(=O)C1 (stereo unspecified),x,-3,11,1.1,8,5,5,x,-3,x
COC(=O)c1ccc(/C=N/N2C(C)CCCC2C)cc1 (stereo unspecified),3,0,0,1.4,-2,9,1,0,-1,0
CCOC(=O)C1=C(C)Nc2nc(SCC)nn2C1c1ccc(OC)cc1 (stereo unspecified),-3,6,4,0.6,-5,3,1,1,2,-4
O=C(O)C1C(c2ccccc2)C(C(=O)N2CCOCC2)C1c1ccccc1 (stereo unspecified),5,-1,-3,-2.8,1,0,2,2,-4,1
COc1ccc(OCC(O)CNS(=O)(=O)c2cccc(Cl)c2)cc1 (stereo unspecified),1,-1,2,-0.4,-1,-7,x,2,-2,3
CC(NC(=O)CN(C)Cc1nc2ccccc2c(=O)[nH]1)c1ccccc1 (stereo unspecified),-2,-1,-5,0.6,-3,7,2,-3,-3,3
CCOC(=O)[C@]12CCCC=C1N(Cc1ccc(OC)cc1)C(=O)[C@@H]2CC(=O)NCc1cccc2ccccc12,-1,-21,x,x,4,x,x,-2,-1,1
N#Cc1ccccc1OCC(=O)Nc1nnc(C2CC2)s1,4,-8,3,-1.7,3,-7,1,2,-3,4
Cc1nc(CCNS(=O)(=O)c2cccnc2)cs1,2,7,-6,-1.6,-1,1,0,4,-2,5
Nn1c(SCC(=O)Nc2ccc3c(c2)OCCO3)nnc1C(F)(F)F,-2,6,4,-0.8,4,-10,4,7,0,-1
C=CCn1c(Cc2ccc(OC(C)C)c(Cl)c2)nnc1SCC(N)=O,2,-1,-2,-0.5,-2,-3,2,6,0,0
Cc1nc(SCc2nc3ccccc3[nH]2)c2oc3ccccc3c2n1,2,-22,5,-4.7,9,-5,-36,4,-6,-6
CCOC(=O)c1cn2nc(SCc3ccccc3)nc2nc1C,8,-10,0,-0.6,-4,-7,-5,3,1,2
O=S(=O)(Nc1ccccc1N1CCCCC1)c1cccs1,-1,2,-12,-1.1,-2,3,-8,0,-2,1
COc1ccc(C=O)c(OC)c1,-2,0,0,-0.2,-1,11,-1,-2,-2,-3
